Screening data (PubChem)
EPAC2 ag – EPAC2 (human) agonism; Q8WZA2; EPAC2 activation, biochemical qHTS; response scale: 100% = 6.5 mM cAMP response; Potency, µM (top dose mostly 154 µM), without a hit: at the top dose activation, actives largely listed as activators; 360,000 compounds, 0.079% hits; note: potency is the fitted concentration of half-maximal effect; nearly all actives have a fitted effect of over 50% in size
Target sequence (Q8WZA2 whole entry, looked up): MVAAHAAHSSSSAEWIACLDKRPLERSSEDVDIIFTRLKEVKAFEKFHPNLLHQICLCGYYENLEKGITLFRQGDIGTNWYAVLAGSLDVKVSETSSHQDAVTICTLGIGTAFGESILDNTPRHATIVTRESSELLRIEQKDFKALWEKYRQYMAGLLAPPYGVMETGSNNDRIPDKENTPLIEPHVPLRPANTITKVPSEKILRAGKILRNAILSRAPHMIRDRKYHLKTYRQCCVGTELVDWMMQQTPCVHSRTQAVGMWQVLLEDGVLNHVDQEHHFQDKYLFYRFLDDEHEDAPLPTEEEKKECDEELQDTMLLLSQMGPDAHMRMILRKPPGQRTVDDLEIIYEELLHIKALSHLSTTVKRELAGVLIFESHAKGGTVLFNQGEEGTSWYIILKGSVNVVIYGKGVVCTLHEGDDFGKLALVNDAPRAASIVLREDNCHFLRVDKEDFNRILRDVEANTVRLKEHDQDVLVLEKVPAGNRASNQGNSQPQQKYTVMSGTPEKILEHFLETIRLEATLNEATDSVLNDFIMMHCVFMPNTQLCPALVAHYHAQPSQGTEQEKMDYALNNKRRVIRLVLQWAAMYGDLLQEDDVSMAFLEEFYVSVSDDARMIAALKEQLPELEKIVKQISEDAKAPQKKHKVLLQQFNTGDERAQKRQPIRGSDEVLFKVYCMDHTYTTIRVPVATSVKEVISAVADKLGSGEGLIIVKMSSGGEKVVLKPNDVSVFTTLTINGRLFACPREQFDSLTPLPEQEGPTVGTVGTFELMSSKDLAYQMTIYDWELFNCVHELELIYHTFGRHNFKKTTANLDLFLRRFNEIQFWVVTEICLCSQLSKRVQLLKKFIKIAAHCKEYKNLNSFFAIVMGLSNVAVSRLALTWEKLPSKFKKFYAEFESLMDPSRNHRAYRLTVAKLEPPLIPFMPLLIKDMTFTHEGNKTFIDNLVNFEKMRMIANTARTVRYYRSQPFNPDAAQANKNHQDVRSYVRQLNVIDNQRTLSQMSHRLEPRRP
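In this primary screen, activation is scored as increased exchange of BODIPY-GDP from Rap1B by 100 nM EPAC2, with 50 uM GDP as competitor. Signal is normalized to the 6.5 mM cAMP agonist control.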
Nrf2 block – Nrf2 pathway inhibition | A549 ARE-Fluc reporter, luciferase luminescence, 18-24 h | Potency, µM (top dose mostly 46 µM), inactives show at the highest dose activity change, negative = inhibition, actives largely listed as inhibitors | 360,000 compounds, 2.1% hits; note: potency is the fitted concentration of half-maximal effect; % is set by controls: 0 for no effect and ±100 for the full control effect; nearly all actives have a fitted effect of over 60% in size
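Nrf2 activity is the BugLite luminescence, read 15 min after reagent at room temperature, following CellTiter-Fluor cytotoxicity readout (30 min, 37C). Compound titrations were applied for 18-24 h to 5000 A549 ARE_Fluc cells/well in 5% FBS OPTI-MEM.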
A549 viability – kills or reduces viability of A549 cells in Nrf2 counter-screen; A549 ARE-Fluc cells, CellTiter-Fluor viability, 18-24 h; Potency, µM (highest dose often 46 µM), for the others: top-dose activity change, negative = cytotoxicity, actives largely listed as inhibitors; 390,000 compounds, 0.16% hits; AID 504648; note: potency is the fitted concentration of half-maximal effect; % is set by controls: 0 for no effect and ±100 for the full control effect
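A549 ARE_Fluc cells in 5% FBS OPTI-MEM were exposed to compounds in concentration-response for 18-24 h at 37 deg C. Viability was read by CellTiter-Fluor fluorescence (Ex 405/Em 525) after 30 min, before the luciferase read.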
Nrf2 ARE act – activators of Nrf2 (ARE) signaling | Potency, µM (doses to about 46.1 µM), without a hit: at the top dose activation, usual class: activators | 410,000 compounds, 0.31% hits | AREc32 ARE-luciferase reporter (MCF7-derived line), luminescence, 24 h; note: potency is the fitted concentration of half-maximal effect; % of control where 0% means no effect; nearly all actives have a fitted effect of over 65% in size
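For detection, Steady-Glo was added and plates sat 30 min at RT; before that, AREc32_Fluc cells grown overnight in OPTI-MEM/5% FBS had been treated with 23 nL compound for 24 hr at 37 deg C.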
HepG2 tox – counter-screen for TGF-b inhibitors: cytotoxicity in HepG2 cells; Potency, µM (top dose mostly 46.1 µM), inactives show at the top dose activity change, negative = cytotoxicity, most hits filed as cytotoxic; HepG2 CAGA-GFP viability, ATP luminescence, 18 h; 410,000 compounds, 0.76% hits; note: potency is the fitted concentration of half-maximal effect; some results filed as inactive show a strong effect at the top dose
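HepG2 CAGA-GFP cells (1000/well, DMEM with 1% FBS) received compound, then TGF-beta at 500 pg/mL final, and were incubated 18 hours at 37 degrees C. Viability was read by CellTiter-Glo luminescence. Media-only wells were set as complete cell-killing and DMSO as no toxicity.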
S2 tox – viability counter-screen for ATXN expression inhibitors | S2 cells (HEK-293 line with an ATXN2-luciferase reporter) viability, CellTiter-Fluor protease fluorescence, 24 h | Potency, µM (doses to about 56.7 µM), hits mostly cytotoxic | 400,000 compounds, 0.49% hits; note: potency is the fitted concentration of half-maximal effect; nearly all actives have a fitted effect of over 40% in size
TGFb SMAD3 inh – inhibitors of TGF-b signaling | HepG2 CAGA-GFP TGF-b/SMAD3 reporter, GFP fluorescence, 18 h; TGF-beta stimulated, 500 pg/mL final | Potency, µM (titrated, usually from 46.1 µM), inactives show at the top dose activity, negative = inhibition, hits mostly inhibitors | 410,000 compounds, 1.2% hits; note: potency is the fitted concentration of half-maximal effect; % is set by controls: 0 for no effect and ±100 for the full control effect; nearly all actives have a fitted effect of over 65% in size
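HEPG2 CAGA-GFP cells (1000/well, DMEM with 1% FBS) were pre-incubated 2 h at 37 degrees C, given compound by pin tool, then stimulated with TGF-beta at 500 pg/mL final for 18 h before per-cell GFP fluorescence imaging.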
IL-2 act – activates IL-2 in a cell-based reporter assay | IL-2 activation reporter assay, cell-based qHTS; stimulated with anti-CD3/CD4/CD28 beads; in transgenic mouse T cells | activation, % (series mostly up to about 46 µM) | 360,000 compounds, 0.065% hits | AID 652025; in the data active = activation above about 50%; inconclusive = mostly about 30% to 49%; note: 0% is about no effect
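EGFP and DsRed fluorescence is measured by plate cytometry in unstimulated transgenic mouse T cells exposed to compound for 60 minutes, then stimulated 18 hours at 37 degrees C with anti-CD3/anti-CD4 beads plus anti-CD28.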
ATXN2 expr inh – ATXN2 expression inhibition; Potency, µM (top dose mostly 57 µM), without a hit: top-dose activity change, negative = inhibition, hits mostly inhibitors; 360,000 compounds, 0.72% hits; HEK-293 ATXN2-luciferase reporter, luminescence, 24 h; note: potency is the fitted concentration of half-maximal effect; % is set by controls: 0 for no effect and ±100 for the full control effect; nearly all actives have a fitted effect of over 55% in size
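qHTS (up to 57 uM final) was run with 24 h compound exposure of reporter cells at 37 °C. Each well was multiplexed: SteadyGlo luminescence measured ATXN2-luciferase expression after a fluorogenic Gly-Phe-AFC viability readout (25 uM final).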
* = called active by the depositor; i = inactive; ? = inconclusive; nt = no result given; [ ] = remark or other dose. Unless noted, calls come from the whole dose curve; as a rule, active = well fitted curve in the direction sought with a large enough effect; inconclusive = small, poorly fitted or top-dose-only effect, or another doubt; inactive = no such curve, though single readings can be large; an effect the other way counts as inactive or inconclusive.

Sequence of screens: EPAC2 ag	Nrf2 block	A549 viability	Nrf2 ARE act	HepG2 tox	S2 tox	TGFb SMAD3 inh	IL-2 act	ATXN2 expr inh
O=C(NC1=NCCS1)c1ccc(Cl)c(S(=O)(=O)N2CCOCC2)c1
  -2%	2%	11%	-0.1%	-12%	nt	-19%	-1.2	nt
COc1c(C)cc(C(=O)C2CCCN(C(=O)c3cc(C)n(C)n3)C2)cc1C (configuration not stated)
  -5%	8%	-3%	0.4%	-5%	i	0%	-1.6	-8%
C/C(N)=C(/C#N)C(=O)COC(=O)c1ccc(O)cc1
  3%	-1%	1%	-0.8%	1%	i	7%	-3.3	-7%
Cc1ccccc1C(=O)OCCN1CCOCC1
  9%	22%	1%	-0.5%	5%	i	-3%	-2.6	18%
O=C(NNC(=O)c1ccccc1Br)c1cccs1
  9%	?	-10%	0.4%	12%	i	-9%	-0.2	15%
CCOC(=O)N1CCN(C(=O)C2CCCN(S(=O)(=O)c3ccc(F)cc3)C2)CC1 (configuration not stated)
  5%	-9%	2%	0.3%	-7%	i	-23%	-0.6	-11%
CC1Cc2[nH]c(=S)[nH]c(=O)c2C(c2ccc(C(C)C)cc2)O1 (configuration not stated)
  3%	nt	nt	-0.6%	nt	i	nt	-0.5	6%
CN(Cc1ccccc1)C1=CC(=[N+]2CCCCC2)CC(C)(C)C1
  3%	4.6µM*	?	-0.1%	-26%	i	11µM*	-3.0	?
COc1ccc(-c2csc(NC(=O)c3ccc(N4C(=O)CCC4=O)cc3)n2)cc1OC
  2%	0%	-1%	3.1%	-26%	i	-4%	-3.2	-19%
O=C(c1ccc(CS(=O)(=O)c2ccc(Br)cc2)o1)N1CCN(c2ccccn2)CC1
  9%	-17%	3%	0.1%	-3%	i	-10%	-3.6	-22%
O=S(=O)(NCC1CCCO1)c1ccc(S(=O)(=O)N2CCCC2)cc1 (configuration not stated)
  6%	-30%	3%	-0.7%	-1%	i	-2%	-2.2	-7%
O=S(=O)(Nc1ccc(S(=O)(=O)N2CCCCC2)cc1)c1ccc(Br)s1
  4%	?	-16%	0.2%	-13%	i	?	-3.1	-11%
Cc1ccc(Cn2c(=O)c3cccnc3n(Cc3ccc(C)cc3)c2=O)cc1
  nt	-12%	1%	-0.4%	1%	i	-1%	nt	8%
COc1ccc(CNC(=O)CCN2C(=O)c3ccccc3C2=O)cc1
  -7%	?	-19%	0.6%	6%	i	6%	0.6	1%
CCCCN1C[C@H](COC(=O)CCC)Oc2cccc(F)c2S1(=O)=O
  10%	-3%	-6%	-1.2%	0%	i	-5%	-0.7	5%
Cc1ccc(S(=O)(=O)Nc2ccccc2-c2nc3ccccc3[nH]c2=O)cc1
  2%	-10%	-2%	0.1%	-5%	i	3%	0.4	-8%
Cc1cccc(C2NC(=O)c3ccccc3O2)c1 (configuration not stated)
  1%	-21%	-5%	-0.1%	17%	i	7%	1.1	15%
CC1(NC(=S)Nc2ccccc2)CCS(=O)(=O)C1 (configuration not stated)
  16%	2%	-4%	-0.4%	4%	i	6%	-1.2	-21%
CCSc1nc2ccccc2n1CC(=O)OC
  9%	3%	10%	-0.3%	-28%	i	-14%	-1.8	1%
COC(=O)CN1C(=O)C2(C(C#N)=C(N)Oc3n[nH]c(-c4cccs4)c32)c2ccccc21 (configuration not stated)
  -3%	15%	17%	1.9%	0%	i	-7%	-0.7	-1%
Cc1nnc(Nc2ccc(Cl)cc2)n(N)c1=O
  5%	-2%	2%	-0.7%	-33%	i	1%	-2.8	-10%
CCOc1ccc(NC(=O)Cn2cc(C(=O)c3ccc(C)c(C)c3)c(=O)c3cc(F)ccc32)cc1
  nt	3%	3%	0.3%	-3%	i	-19%	nt	10%
Cc1c(Cl)cccc1NS(=O)(=O)c1ccccc1
  13%	11%	-2%	1.5%	-11%	i	-5%	-4.7	-6%
O=S(=O)(NC1CCCCC1)c1cccc(-c2nnc(-c3ccccc3)o2)c1
  18%	?	-19%	2.3%	-23%	i	-19%	-0.7	-4%
COc1ccc(C)cc1NS(=O)(=O)c1ccc2[nH]c(=O)c(=O)[nH]c2c1
  nt	11%	1%	0.2%	-4%	i	2%	nt	6%
COc1ccc(Nc2ccc(Cl)cc2)c(C(=O)O)c1
  -1%	-4%	-7%	-0.2%	-17%	i	-16%	-4.3	7%
O[C@H]1c2ccccc2[C@H](Cc2cncs2)[C@@H]1Br
  -1%	14%	2%	14%	-1%	i	-2%	-0.3	5%
c1ccc(OCCCn2nnc(-c3ccc(N4CCOCC4)cc3)n2)cc1
  -1%	16%	7%	-1.0%	-14%	i	-3%	3.7	3%
O=S(=O)(c1ccc(Nc2ccc3c(c2)OCO3)nc1)N1CCOCC1
  5%	?	8%	2.1%	-18%	i	-7%	0.8	20%
Cc1c(NC(=O)c2cc3nc(-c4ccc(Cl)cc4)cc(C(F)(F)F)n3n2)c(=O)n(-c2ccccc2)n1C
  -13%	5%	8%	-0.5%	2%	i	2%	-3.0	-25%
Cc1c(Cl)cccc1-n1ncc(C(=O)N2CCC(C)CC2)c1C1CCN(C(=O)OC(C)(C)C)CC1
  nt	-29%	-11%	0.7%	-30%	i	-7%	nt	14%
O=C(Nc1ccccc1)Nc1cccc(Cl)c1Cl
  11%	?	2%	12%	-36%	i	?	-0.2	52%[activator]
COc1cccc(C(NC(C)=O)c2nc(-c3ccccc3C)cs2)c1 (configuration not stated)
  9%	nt	nt	-0.3%	-7%	i	7%	0.7	12%
CCc1nc2c(OCCC3CCCCC3)cccn2c1N(C)C(=O)c1ccncc1
  2%	nt	nt	-0.8%[9.22 µM]	-4%	i	-1%	1.0	-18%
Cc1cc(C(=O)NNC(=O)Nc2ccccc2)no1
  10%	4%	2%	-0.4%	0%	i	16%	-0.7	27%
Cc1cc(N2CCN(Cc3ccccc3)CC2)n2nc(C)c(-c3ccccc3)c2n1
  2%	4%	-3%	0.4%	-2%	i	-15%	0.4	-17%
CCCCN1CC(COCc2ccccc2)Oc2cccc(N3CCCC3)c2S1(=O)=O (configuration not stated)
  8%	-21%	13%	3.7%	-18%	i	-6%	-0.9	-8%
O=c1[nH]c2ccccc2c2ccccc12
  7%	9%	1%	5.1%	-18%	i	6%	0.1	5%
COCCCN1C(=O)C(CC(=O)NC(c2ccccc2)c2ccccc2)CC(C(=O)N(C(C)C)C(C)C)=C1C (configuration not stated)
  2%	nt	nt	-0.7%	9%	?	3%	0.0	4%
O=C(CCN1C(=O)/C(=C/c2cccs2)SC1=S)N1CCCCC1
  28%	28%	?	?	-16%	?	?	-3.3	?
COc1ccccc1CC(=O)Nc1cccc(F)c1
  2%	4%	0%	0.0%	3%	i	0%	2.5	-22%
CCOc1ccc(NC(=O)Nc2nnc(CC)s2)cc1
  1%	nt	-3%	4.1%	0%	i	-6%	3.0	19%
Cc1ccc(C2=NC3(CCCCCC3)NC2=S)cc1
  4%	26%	0%	2.4%	2%	i	8%	3.2	-3%
COc1cc(C(=O)NCCOc2cccc(C)c2)c(Br)c(OC)c1OC
  -11%	-26%	-7%	-0.3%	4%	i	-13%	-0.4	5%
O=C(N/N=C/c1ccccn1)c1cc(-c2ccc(Br)cc2)nc2ccccc12
  20%	13µM*	?	0.0%	-9%	?	?	1.5	?
COC(=O)c1ccc(NC(=O)CSc2nncc3ccc(OC)c(OC)c23)cc1
  12%	13%	6%	0.0%	0%	i	9%	-1.3	-20%
Cc1c(C(=O)N2CCC2)oc2ccc(Br)cc12
  3%	9%	1%	0.2%	-5%	i	15%	-2.3	11%
O=C(CCCc1cccs1)Nc1nc2c(s1)CCCC2
  3%	?	3%	23%	4%	i	5%	-1.3	56%[activator]
O=C(O)C(Cc1ccc(O)cc1)N1C(=O)C2CCCCC2C1=O (configuration not stated)
  14%	9%	5%	-0.2%	-5%	?	-2%	-2.3	-7%
Cn1c2ccccc2c(=O)c2ccc(C#CC3(O)CCCCC3)cc21
  -2%	?	-8%	-5.3%	-93%	i	?	-3.1	-81%

Structural class, the compounds so far containing an NH in an aromatic ring (5)
Sequence of screens: EPAC2 ag	Nrf2 block	A549 viability	Nrf2 ARE act	HepG2 tox	S2 tox	TGFb SMAD3 inh	IL-2 act	ATXN2 expr inh
CC1Cc2[nH]c(=S)[nH]c(=O)c2C(c2ccc(C(C)C)cc2)O1 (configuration not stated)
  3%	nt	nt	-0.6%	nt	i	nt	-0.5	6%
Cc1ccc(S(=O)(=O)Nc2ccccc2-c2nc3ccccc3[nH]c2=O)cc1
  2%	-10%	-2%	0.1%	-5%	i	3%	0.4	-8%
COC(=O)CN1C(=O)C2(C(C#N)=C(N)Oc3n[nH]c(-c4cccs4)c32)c2ccccc21 (configuration not stated)
  -3%	15%	17%	1.9%	0%	i	-7%	-0.7	-1%
COc1ccc(C)cc1NS(=O)(=O)c1ccc2[nH]c(=O)c(=O)[nH]c2c1
  nt	11%	1%	0.2%	-4%	i	2%	nt	6%
O=c1[nH]c2ccccc2c2ccccc12
  7%	9%	1%	5.1%	-18%	i	6%	0.1	5%

3 structures out of the list, arranged by molecular weight, lowest first.
Sequence of screens: EPAC2 ag	Nrf2 block	A549 viability	Nrf2 ARE act	HepG2 tox	S2 tox	TGFb SMAD3 inh	IL-2 act	ATXN2 expr inh
COc1ccc(CNC(=O)CCN2C(=O)c3ccccc3C2=O)cc1
  -7%	?	-19%	0.6%	6%	i	6%	0.6	1%
CCCCN1C[C@H](COC(=O)CCC)Oc2cccc(F)c2S1(=O)=O
  10%	-3%	-6%	-1.2%	0%	i	-5%	-0.7	5%
COC(=O)CN1C(=O)C2(C(C#N)=C(N)Oc3n[nH]c(-c4cccs4)c32)c2ccccc21 (configuration not stated)
  -3%	15%	17%	1.9%	0%	i	-7%	-0.7	-1%
